# High-throughput results deposited in PubChem by National Center for Advancing Translational Sciences (NCATS).
# UDG counter = UDG inhibition counter-screen; FRET deamination/UDG coupled assay, UDG read, 4 h; Potency, µM (top dose mostly 115 µM), without a hit: at the top dose activity change, negative = inhibition, most hits filed as inhibitors; 91,000 tested, 0.14% active; AID 1347430; note: nearly all actives have a fitted effect of over 65% in size
# AID inhibitor = activation induced cytidine deaminase inhibition; Q9GZX7; Potency, µM (top dose mostly 115 µM), inactives show at the highest dose activity change, negative = inhibition, usual class: inhibitors; AID deamination FRET fluorescence, UDG-coupled, 4 h; 91,000 tested, 0.32% active; note: nearly all actives have a fitted effect of over 25% in size
# Target sequence (Q9GZX7 whole entry, looked up): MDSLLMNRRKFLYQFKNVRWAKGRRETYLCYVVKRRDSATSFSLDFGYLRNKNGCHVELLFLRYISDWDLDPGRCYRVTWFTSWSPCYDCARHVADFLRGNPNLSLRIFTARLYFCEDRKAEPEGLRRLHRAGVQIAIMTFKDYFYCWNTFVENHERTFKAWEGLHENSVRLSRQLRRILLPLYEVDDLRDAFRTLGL
# Starred values were filed as active, the others as inactive; ? = inconclusive; & = joins results of further samples; [ ] = another dose, or the depositor's remark. Calls come from the whole dose curve; as a rule, active = well fitted curve in the direction sought with a large enough effect; inconclusive = small, poorly fitted or top-dose-only effect, or another doubt; inactive = no such curve, though single readings can be large; an effect the other way counts as inactive or inconclusive. % is set by controls: 0 for no effect and ±100 for the full control effect; potency is the fitted concentration of half-maximal effect. Not all compounds are listed; count on the stated rates, not on these rows.
SMILES,UDG counter,AID inhibitor
Cn1c(SCc2nc(N)nc(Nc3ccccc3)n2)nnc1C1CC1,5%,-4%
CC(=O)Oc1ccc2c(c1)O/C(=C\c1cccs1)C2=O,-16%,-18%
CC(C)c1ccc(/C=C/C(=O)NC2CC2)cc1,2%,-1%
CCCCn1c2ccc(F)cc2c2n[nH]c(=S)nc21,5%,0%
CC(O)CNc1nc2c(c(=O)n(C)c(=O)n2C)n1Cc1cccc(F)c1 (configuration not stated),-6%,-3%
O=C(O)C(Cc1c[nH]c2ccccc12)NCc1ccccc1F (configuration not stated),3%,6%
COc1ccc(/C=C(\C#N)C(=O)N2CCOCC2)cc1,-17%,-10%
Cc1ccc2oc3c(c(=O)c2c1)C(c1ccc([N+](=O)[O-])cc1)N(CCCN1CCOCC1)C3=O (configuration not stated),-5%,-2%
COc1ccc(-c2n[nH]c3c2C(c2ccccn2)N(C)C3=O)cc1 (configuration not stated),1%,-8%
Cc1cc(Cl)c(NC(=O)c2cccc(NC(=O)C(C)(C)C)c2)c2cccnc12,-8%,12%
CCn1c(COc2ccc(Cl)cc2Cl)nc2ccccc21,-19%,-7%
Cc1ccc(CNC(=O)c2nc(SCc3ccccc3F)ncc2Cl)cc1,1%,6%
CCOC(=O)CC(NC(=O)CCc1c(C)nc2ncnn2c1C)c1ccc(C)cc1 (configuration not stated),-2%,23%
CC(C)C(=O)Nc1ccc(F)cc1F,-6%,-2%
Cc1ccc(-c2nnc(SCC(=O)N3CCCCCC3)n2N)cc1,12%,0%
O=C(Nc1cccc(C(F)(F)F)c1)Nc1nnc(N2CCCCC2)s1,-6%,-9%
O=C(NCc1ccccc1Cl)c1cccn1-c1nnc(N2CCCCC2)s1,-11%,-10%
COc1ccc(NC(=O)c2cnn(-c3ccc(C)c(C)c3)c2C2CCNCC2)cc1OC,2%,-10%
COc1ccc(-c2nnc(SCC(=O)NC3CCCCC3)nc2-c2ccc(OC)cc2)cc1,?,-9%
Cc1[nH]nc2ncc(C=O)cc12,5%,6%
CCN(CCN(C)C)C(=O)Cn1ncc2c([nH]c3ccc(C)cc32)c1=O,3%,259%[activator]
CCc1ccc(C(=O)c2cn(CC(=O)Nc3ccc(F)cc3)c3ccc(F)cc3c2=O)cc1,-5%,-9%
Cc1ccc(-n2nnnc2SCc2nc3ccsc3c(=O)[nH]2)cc1C,-1%,-1%
Cc1ccccc1C(=O)Nc1cccc(C(=O)OCc2cc(=O)n3c(C)csc3n2)c1,-10%,?
N#C/C(=C\c1ccc(O)cc1)C(=O)NCC1CCCO1 (configuration not stated),9%,-12%
CCCCCCCCCCCOc1ccc(C(=O)O)cc1,7%,1%
CC(Sc1nnc2c(Cl)cc(C(F)(F)F)cn12)C(=O)c1ccccc1 (configuration not stated),-7%,-6%
CCCOc1ccc(-c2[nH]nc3c2C(c2cc(OC)c(OC)c(OC)c2)C(C#N)=C(N)O3)cc1 (configuration not stated),-10%,-10%
COC(=O)c1ccc(-n2c(/C=C\c3cccc(Br)c3)nc3ccccc3c2=O)cc1,17%,7%
CNC(=O)CN1CCCC1c1ccsc1 (configuration not stated),1%,-7%
COc1ccc(NC(=O)C(Cc2ccccc2)NS(=O)(=O)c2ccc(Br)s2)cc1OC (configuration not stated),-8%[57.5 µM],28%
Cc1ccc(CNc2nc(NCc3ccc(C)cc3)n(C(=O)c3ccncc3)n2)cc1,4%,6%
COc1ccc(NC(=O)C2CCCN(S(=O)(=O)c3c(C)n[nH]c3C)C2)cc1OC (configuration not stated),2%,46%[activator]
CCOc1cc(Cl)c(S(=O)(=O)n2cc(C)nc2CC)cc1Cl,-11%,?
N#Cc1ccc(C(=O)Nc2ccc3c4c(cccc24)CC3)c(F)c1,4%,-4%
Cc1c(/C=C(\C#N)C(=O)Nc2cccc(Cl)c2)c2ccccc2n1Cc1ccccc1,7%[57.5 µM],48%[activator][57.5 µM]
Cn1c(NCCO)nc2c1c(=O)n(Cc1cccc(F)c1)c(=O)n2C,1%,83%[activator]
O=C(CCC1N=C2c3ccccc3N=C(SCc3cccc(Cl)c3)N2C1=O)NCCc1ccccc1 (configuration not stated),41%[activator],11%
COC(=O)c1ccc2c(c1)N(Cc1ccccc1)C(=O)c1ccccc1S2(=O)=O,-2%,?
COc1cc2nc(NCc3ccccc3)n3nc(-c4ccccc4)nc3c2cc1OC,?,-1%

# Record cards, from the list above.
# `Cc1ccc(CNC(=O)c2nc(SCc3ccccc3F)ncc2Cl)cc1` is listed with UDG counter = 1%; AID inhibitor = 6%
# `CCCCn1c2ccc(F)cc2c2n[nH]c(=S)nc21` is listed with UDG counter = 5%; AID inhibitor = 0%
# `CNC(=O)CN1CCCC1c1ccsc1` (configuration not stated) is listed with UDG counter = 1%; AID inhibitor = -7%

# Back to the main list, repeating the 4 entries before the break.
SMILES,UDG counter,AID inhibitor
Cn1c(NCCO)nc2c1c(=O)n(Cc1cccc(F)c1)c(=O)n2C,1%,83%[activator]
O=C(CCC1N=C2c3ccccc3N=C(SCc3cccc(Cl)c3)N2C1=O)NCCc1ccccc1 (configuration not stated),41%[activator],11%
COC(=O)c1ccc2c(c1)N(Cc1ccccc1)C(=O)c1ccccc1S2(=O)=O,-2%,?
COc1cc2nc(NCc3ccccc3)n3nc(-c4ccccc4)nc3c2cc1OC,?,-1%
CSc1ccc(NC(=O)c2ccc(F)c(F)c2)cc1,-2%,-1%
Cc1nc(-c2ccncc2)[nH]c(=O)c1CC(=O)N(C)C1CCCCC1,3%,28µM*
Cc1cccc(CSCc2ccc(-c3nc(-c4ccc(Br)cc4)no3)o2)c1,-5%,-1%
O=C(CCS(=O)(=O)c1nc(-c2ccc3c(c2)OCO3)cc(C(F)(F)F)n1)Nc1ccccc1C(F)(F)F,-16%,?
O=C(/C=C\c1ccccc1)NC1CC(=O)N(c2ccccc2)C1 (configuration not stated),-14%,?
O=C(O)CCN1CCN(CCC(=O)O)CC1,6%,2%
Cc1cc(C)cc(-n2c(C)cc(C(=O)C(=O)Nc3nnc(C)s3)c2C)c1,-7%,11%
CCOc1ccc(C(=O)NCC(=O)O)cc1OCC,-7%,9%
O=C(O)Cc1c[nH]c2ccccc12,-11%,10%
CCN(CC)S(=O)(=O)c1cc(NC(=O)c2n[nH]c3ccccc23)ccc1C,9%,1%
CCOc1ccccc1CNCCNC(=O)c1nonc1N,?,9%
CCC(C)c1ccc(OCC(=O)Nc2cccc3ccc(C)nc23)cc1 (configuration not stated),?,-23%&-27%
COc1ccc(-c2noc(CSc3nc4ccccc4[nH]3)n2)cc1OC,7%,30%[activator]
COc1cc(C2C(C(=O)Nc3ccc(C)cc3C)=C(C)Nc3nc4ccccc4n32)cc(OC)c1OC (configuration not stated),-12%,?
Cc1ccc(-n2cnnc2SCC(=O)Nc2nc3c(C)cccc3s2)cc1,-11%,0%
COc1ccc(NC(=O)CN(C)C(=O)c2nn(C)c(=O)c3ccccc23)cc1,2%,5%
COc1ccc(OC)c(NC(=O)CSc2cn(CC(=O)N3CCOCC3)c3ccccc23)c1,-1%,7%
CCC(C)N(CC(=O)Nc1cccc(C)c1C)C(=O)CN1CCCC(C(F)(F)F)C1 (configuration not stated),0%,1%
CN(C)S(=O)(=O)c1cccc(C(=O)OCC(=O)Nc2cc(C(F)(F)F)cc(C(F)(F)F)c2)c1,5%,0%
CCCNC(=O)c1ccc2c(c1)sc1nc(-c3ccc(C)cc3)cn12,?,0%
Cc1cccc(C(=O)Nc2nc3nc(-c4ccccc4)cc(=O)n3[nH]2)c1,0%,?
Cc1sc2ncn(CC(=O)Nc3ccc(F)cc3F)c(=O)c2c1S(=O)(=O)N1CCC(C)CC1,-2%,8%
COC(=O)c1ccccc1NC(=O)c1c(C)oc2ncn(C)c(=O)c12,3%,-19%
Cc1ccccc1C(=O)Nc1ccc2c(c1)CCCN2C(=O)c1cccs1,-6%,-5%
Cc1oc2ccc(O)c(CN3CCN(C)CC3)c2c1C(=O)Nc1ccccc1,42%[activator],29%
CCOC(=O)N(C)CC(=O)NC1CCCCC1,7%,-4%
CCn1nnc2cc(C(=O)Nc3cccc(C)c3C)ccc21,-15%[57.5 µM],14%
Cc1ccc(-c2nnc(Nc3cccc(O)c3)c3ccccc23)cc1S(=O)(=O)N1CCCCC1,11%,?
CN(Cc1ccc2ccccc2c1)C(=O)CNC(=O)c1ccc(Cl)cc1Cl,-11%,-17%
Cn1cc(-c2cc(C(F)F)c3c(C4CC4)nn(CC(=O)O)c3n2)cn1,3%,4%
CC(NCC(C#N)CCC#N)c1ccccn1 (configuration not stated),8%,3%
CCn1c(CN2CCC(C)CC2)nc2cc(NC(=O)COc3ccc(Cl)c(C)c3)ccc21,4%,?
Cc1cc(Br)ccc1-c1ccc(C=O)o1,11%,-5%
Cc1[nH]c2ccccc2c1C(=O)COC(=O)c1cc2ccccc2[nH]1,5%,4%
Cc1cc(C)c(C)c(S(=O)(=O)N2CCN(C(=O)CCc3c(C)nn(C)c3C)CC2)c1C,-4%,-6%
CC(NC(=O)CCC1CCCC1)C1CCCO1 (configuration not stated),-2%,2%
CCOC(=O)COc1ccccc1/C=C(/C#N)c1nc2ccc(C)cc2[nH]1,4%,-17%
CCc1ccc(Nc2nc(-c3cc4cccc(OC)c4oc3=O)c(CC)s2)cc1,-8%,-13%
Cc1ccc(C(=O)NCCc2c[nH]c3ccccc23)cc1C,-2%,-13%
COc1ccc(Nc2nc(N)nc(N)c2S(=O)(=O)c2ccccc2)cc1,15%,-22%
CC(C)C/C(=N\NC(=O)C1CC1(c1ccccc1)c1ccccc1)c1ccccc1 (configuration not stated),-9%,-12%
COc1cccc2cc(-c3nc(-c4ccccc4)cs3)c(=O)oc12,-4%,3%
CCCCCCCCOc1ccc(C=NC(C)c2ccccc2)c(O)c1 (configuration not stated),1%,3%
O=C(CSc1nnc2c(Cl)cc(C(F)(F)F)cn12)c1ccc(Br)cc1,-5%,10%
COc1ccc(/C=C/c2nc3c(ccc4ccccc43)s2)c(OC)c1OC,-3%,-12%
CCC1CN(S(=O)(=O)c2cc(-c3cc(C)no3)ccc2OC)c2cc(C)ccc2O1 (configuration not stated),59%[activator],?
CC(OC(=O)c1ccccc1NS(=O)(=O)c1ccc(F)cc1)C(=O)N1CCCc2ccccc21 (configuration not stated),-4%,-13%
COc1ccc(NC(=O)CNC(=O)Cn2ccc3ccccc3c2=O)cc1OC,-8%,8%
COc1ccc(OCc2nc(C#N)c(N3CCN(C)CC3)o2)cc1,-8%,-13%
CC(C)c1ccc(NC(=O)c2cc3ncccn3n2)cc1,4%,0%

# (listing goes on)
SMILES,UDG counter,AID inhibitor
CCCCN(C)C(=O)CN1C(=O)c2cccnc2Oc2ccc(Cl)cc21,-16%,-3%
CCOc1sc2nc(C)n(CC(=O)Nc3cccc(C)c3)c(=O)c2c1C,5%,13%
COc1cc(/C=C(\C#N)c2nc3ccc(C)cc3[nH]2)ccc1OCc1ccc(C)cc1,-1%,-11%
Cc1cccc(NC(=S)Nc2ccc(S(=O)(=O)Nc3ccccc3)cc2)c1,4%,1%
S=C(N/N=C1/CC2CC=CC12)NC1CCCCC1 (configuration not stated),-2%,-5%
CC(C(=O)NC1CCCCC1)N(C)CC(=O)Nc1ccc(Cl)c(C(F)(F)F)c1 (configuration not stated),7%,0%
COc1ccc(-c2nc3cc(NC(=O)c4ccc(C)c([N+](=O)[O-])c4)ccc3o2)cc1OC,-2%,-8%
COc1ccc(NC(=O)c2sc3nc[nH]c(=O)c3c2C)cc1Cl,0%,-3%
Cc1ccc(/C=N/NC(=O)Cc2cccc3ccccc23)s1,-2%,6%
CCOc1ccc(CNC(=O)CN2C(=O)CCn3nc(-c4cn(C)c5ccccc45)cc32)cc1OC,2%,18%

# Look-ups from the results shown.
# COc1cc(/C=C(\C#N)c2nc3ccc(C)cc3[nH]2)ccc1OCc1ccc(C)cc1 | AID inhibitor = -11%
# CC(C(=O)NC1CCCCC1)N(C)CC(=O)Nc1ccc(Cl)c(C(F)(F)F)c1 (configuration not stated) | AID inhibitor = 0%
# S=C(N/N=C1/CC2CC=CC12)NC1CCCCC1 (configuration not stated) | AID inhibitor = -5%
# CCCCN(C)C(=O)CN1C(=O)c2cccnc2Oc2ccc(Cl)cc21 | UDG counter = -16%
# Cc1ccc(/C=N/NC(=O)Cc2cccc3ccccc23)s1 | UDG counter = -2%
# COc1ccc(-c2nc3cc(NC(=O)c4ccc(C)c([N+](=O)[O-])c4)ccc3o2)cc1OC | AID inhibitor = -8%
# CCOc1sc2nc(C)n(CC(=O)Nc3cccc(C)c3)c(=O)c2c1C | UDG counter = 5%

# The main list resumes, starting two compounds before the break.
SMILES,UDG counter,AID inhibitor
Cc1ccc(/C=N/NC(=O)Cc2cccc3ccccc23)s1,-2%,6%
CCOc1ccc(CNC(=O)CN2C(=O)CCn3nc(-c4cn(C)c5ccccc45)cc32)cc1OC,2%,18%
CC(O)CNS(=O)(=O)c1cccc(C(=O)O)c1 (configuration not stated),2%,-3%
COc1cccc(CNC(=O)c2cc3c(=O)n(Cc4cccnc4)ccc3nc2C)c1,13%,-4%
CN(CC(=O)Nc1cccc(F)c1)C(=O)c1nn(Cc2ccccc2)c(=O)c2ccccc12,-2%,-6%
CC(=O)Nc1cn(-c2ccc(C(=O)Nc3ccccc3)cc2)cn1,?,-4%
COc1ccc(Cn2c(SCc3ccc(C(=O)NC4CCCCC4)cc3)nc3cccnc32)cc1,-16%,?
S=c1[nH]c(-c2ccccc2)c(-c2ccccc2)[nH]1,-1%,-7%
